Source: PubChem BioAssay
ERK EGF inh: blocks ERK signaling stimulated by EGF. HEK293-V1b, EGF-stimulated phospho-ERK AlphaScreen. Potency, µM (series often up to 11.5 µM), for inactives: top-dose activity change, negative = inhibition, usual class: inhibitors. 0.41% of 130,000 active; active = well fitted inhibition curve with a large enough effect; inconclusive = small, poorly fitted or top-dose-only effect, or effect the other way;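 also: plate controls were stimulated vehicle wells for no effect and unstimulated vehicle basal for full effect; nearly all actives have a fitted effect of over 55% in size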
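Stably V1b-transfected HEK293 cells; 30 min compound, then EGF 25 nM final for 5 min at 37C; 10 min lysis; phospho-ERK by AlphaScreen after 5 hr beads at room temperature.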
Active calls of the source: *; u = inconclusive; & = joins results of further samples; [ ] = remark or other dose. Potency is read from the fitted curve at half-maximal effect. The list is partial. The share of hits here may be higher or lower than overall.

SMILES | ERK EGF inh
C[C@@H]1C=C[C@](Cc2ccccc2)(C(=O)NCC2CC2)N1C(=O)c1ccccc1 | 6%&3%
COc1ccc(OC)c(NC(=O)CC2SC(=Nc3ccccc3)N(CCc3ccccn3)C2=O)c1 (configuration not stated) | 6%
N#C/C(=C(/O)C(Cl)(Cl)Cl)c1nc2ccccc2[nH]1 | u
C[C@@H](O)[C@@H]1NC(=O)c2cc([N+](=O)[O-])cc(I)c2NCC[C@@H](C(N)=O)NC(=O)CNC1=O | -7%
CCO[C@H]1OC(C(=O)O)=C[C@@H](C2CCCCC2)[C@@H]1CCCO | -2%[57.5 µM]
O=C(CSc1nnc(CCCN2C(=O)c3cccc4cccc(c34)C2=O)n1-c1ccccc1)N1CCN(CCO)CC1 | -3%
COC(=O)c1sc(NC(=S)NC(=O)c2ccc(C)cc2)nc1C | 0%[57.5 µM]
O=C(NNc1ccc([N+](=O)[O-])cc1)c1ccccc1Cl | u
Cc1cc(-c2cccs2)c2c(N)c(C(=O)c3ccc4c(c3)OCO4)sc2n1 | 3%
COc1ccc(F)cc1S(=O)(=O)NCc1ccccc1 | -15%
S=C1NC2(CCCCC2)NN1c1ccccc1 | 7%
COc1ccc(-n2ccnc2SCC(=O)NC2CCCC2)c(OC)c1 | -6%
Cc1cc([N+](=O)[O-])nn1CC(=O)Nc1ccc(Cc2ccncc2)cc1 | 1%
COc1ccc(NC(=O)Nc2cccnc2)c(OC)c1 | -11%
C=CCc1cc(Cl)ccc1OCCNCCCOC | -2%
CCNC(=S)N1CCN(CCN2C(=O)c3cccc4cccc(c34)C2=O)CC1 | 2%[57.5 µM]
Cc1sc2nc(CSc3ccccc3)nc(NCCN(C)C)c2c1C | 0%
O=C(Cn1c(NCCO)nc2ccccc21)NCC1CCCO1 (configuration not stated) | 4%
NC(=S)Nn1c(-c2ccccc2)nc2ccccc2c1=O | -1%
N#C/C(=C\Nc1ccc2c(c1)OCCO2)C(=O)NCc1ccco1 | -9%[57.5 µM]
O=C(CN1CCOCC1)N1CCN(c2ccc3ccccc3n2)CC1 | -13%[57.5 µM]
CCN1CCN(c2nc3ccccn3c(=O)c2/C=C(\C#N)S(=O)(=O)c2ccccc2)CC1 | 1%[57.5 µM]
NC(=O)c1c(-c2ccc(Cl)cc2Cl)csc1NC(=O)Cc1ccccc1 | -3%
CCCCC(CC)C(=O)N1CCN(C(=O)c2ccco2)CC1 (configuration not stated) | 4%
CC[C@H](C)/C=C(C)/C=C/C(=O)Cc1cc(O)c(C)c(O)c1C=O | -4%[57.5 µM]
O=C(Nc1ccc(Cl)c(S(=O)(=O)N2CCOCC2)c1)c1ccccn1 | 1%
CS(=O)(=O)Nc1ccc(C2=NN(C(=O)C3CCCCC3)C(c3cccs3)C2)cc1 (configuration not stated) | 10%
CC(C)Cc1nc2sc3c(=O)n(N)cnc3c2c2c1COC(C)(C)C2 | 0%
O=C(CSc1nncs1)Nc1cc(-c2ccccc2)nn1-c1ccccc1 | -1%
O=C(/C(=C\c1ccccc1)c1nc2ccccc2[nH]1)c1ccc(Cl)cc1 | -11%
Oc1ccccc1N=Cc1sc2ccccc2c1Cl | -4%
CC(=O)c1ccc(N2CCN(C(=O)/C=C/c3ccc(S(=O)(=O)N4CCOCC4)cc3)CC2)cc1 | 2%
O=C(N/C(=C/c1ccco1)C(=O)N1CCOCC1)c1cccs1 | -5%
CCc1nc(Sc2nnnn2-c2ccccc2)c2c3c(sc2n1)CCCC3 | 3%
Cc1nnc(NC(=O)C2CCN(S(=O)(=O)c3ccc(Cl)cc3)CC2)s1 | -5%
COc1cc(/C=N/NC(=O)c2cccnc2)ccc1OCC(=O)Nc1ccc(C)cc1 | -2%
Cc1cc(C(F)(F)F)nn1CC(=O)N(C)c1ccccc1 | -8%
CC(C)c1ccc(O)c(NC(=S)NC(=O)CCc2ccccc2)c1 | -1%
COc1cccc(C2=NN(S(C)(=O)=O)C(c3cccs3)C2)c1 (configuration not stated) | -19%
O=C(Nc1nc(-c2ccc3ccccc3c2)cs1)C1CCN(S(=O)(=O)c2cccs2)CC1 | 0%
Cc1cccc(OCCCC(=O)NCCc2ccccc2)c1 | -1%
CC(C)(C)NC(=O)COC(=O)c1ccc(O)cc1 | -8%
CCCC(=O)Oc1c(S(=O)(=O)c2ccc(C)cc2)c(C)nn1C(C)(C)C | 1%
CN1CCN(S(=O)(=O)c2ccc(NC(=S)NC(=O)C3CCCCC3)cc2)CC1 | -6%
O=C(Cc1ccccc1)Nc1ccc2c(c1)C(=O)N(CC1CCCO1)C2=O (configuration not stated) | -3%
Cc1ccc(NC(=S)N(CCCN2CCOCC2)Cc2ccccn2)cc1 | 8%
Cc1ccccc1-n1cc[nH]c1=S | 6%[57.5 µM]
NC(=O)CCC(=O)N1CCCC(C(=O)c2ccc3c4c(cccc24)CC3)C1 (configuration not stated) | 6%
COc1ncc2nc(CCc3ccccc3)c(=O)n(C)c2n1 | -4%
CCOc1ccc(CCNC(=O)CCS(=O)(=O)c2ccc(OC)cc2)cc1OCC | 1%
COCCNc1nc2nonc2nc1N(C)Cc1ccc(C)cc1 | -14%[57.5 µM]
COc1ccc(C(CC(=O)N2CCCCC2)c2c(OC)cc(OC)c3c(-c4ccccc4)cc(=O)oc23)cc1 (configuration not stated) | 9%[57.5 µM]
CC(C)(N=NC(C)(C)C(=N)N)C(=N)N | -5%
S=C(NCc1ccco1)N1CCN(c2cccc(Cl)c2)CC1 | 0%
CCC(c1nnnn1C(C)(C)C)N1CCN(Cc2ccccc2OC)CC1 (configuration not stated) | -8%
CC(C)NC(=O)[C@H]1C[C@@H]1[C@H](NC(=O)OCc1ccccc1)c1ccccc1 | 8%
Clc1ccc(-c2ccc(C=Nc3ccc(N4CCOCC4)cc3)o2)c(Cl)c1 | -3%
Cn1c(C2CCCCC2)nc2c1c(=O)[nH]c(=O)n2Cc1ccccc1 | 8%
Cc1cc(C)c2nc(NC(=O)c3cccc(S(=O)(=O)N4CCc5ccccc54)c3)sc2c1 | 2%
CCc1ccc(CNn2cnnc2SCC(=O)NC(C)(C)C)cc1 | 13%

(list continues)
SMILES | ERK EGF inh
NC(=O)CC(NC(=O)Cc1ccc(Br)cc1)c1ccc(NCc2ccccn2)c([N+](=O)[O-])c1 (configuration not stated) | -8%[57.5 µM]
CN(C)C(=S)N=Nc1[nH]c2ccccc2c1O | -8%
CC(CCC(=O)O)C1CCC2C3CC[C@@H]4CCCC[C@@]4(C)C3CC[C@@]12C (some centres not stated) | 16%
O=C(CSc1ccc2nnc(-c3ccccn3)n2n1)Nc1nccs1 | 5%
O=C(c1ccc(CNc2c(N3CCCC3)c(=O)c2=O)cc1)N1CC=C(c2ccccc2)CC1 | 2%[57.5 µM]
O=C(/C=C/c1ccncc1)c1ccc2c(c1)OCCO2 | -12%
CN(Cc1ccccc1)C(=O)COC(=O)/C=C/c1ccco1 | 1%
COc1ccc(CN2CCNC(=O)C2CC(=O)NCc2cn3ccc(C)cc3n2)c(OC)c1 (configuration not stated) | -2%
Nc1nc(O)c(CC(=O)O)s1 | -13%[57.5 µM]
CCOC(=O)C1CCN(C(=O)c2sc3nc(C)nc(N4CCC(C)CC4)c3c2C)CC1 | 8%
COCCCN=C1NN=C(c2cc(C)n(-c3ccccc3)c2C)CS1 | -4%
COc1ccc(Cn2c(S(=O)(=O)CC(N)=O)nc3ccccc32)cc1[N+](=O)[O-] | -5%[57.5 µM]
Cc1cccc(N(Cc2cc3ccccc3[nH]c2=O)S(C)(=O)=O)c1 | -6%[57.5 µM]
Nc1nc2c(ncn2C2OC(CO)CC2O)c(=O)[nH]1 (configuration not stated) | 28%
COc1cc(/C=C2\SC(=O)NC2=O)ccc1Oc1ccc([N+](=O)[O-])cc1[N+](=O)[O-] | 5%
Cc1ccc(Nc2cc(C)c3c(O)cccc3n2)cc1C | 6%[57.5 µM]
O=C(CSCc1c(Cl)cccc1Cl)NCc1ccco1 | 5%
O=C1c2cc(F)ccc2OC2(CCNCC2)C12CC(c1ccccc1)=NO2 (configuration not stated) | 1%[57.5 µM]
O=c1cc(O)c(-c2ccc(Cl)cc2)c(Cl)[nH]1 | 3%[57.5 µM]
O=C(NCCc1ccccn1)c1cccnc1Oc1ccc(Cl)cc1 | 1%[57.5 µM]
COc1cc(OC)cc(-c2ncc3ccccn23)c1 | -11%
Nc1ccc(Sc2ccc([N+](=O)[O-])cc2)cc1 | 5%
N#C/C(=C\c1ccc(O)cc1)c1nc2ccccc2o1 | u
COc1ccc(OCCCC(=O)Nc2nc(C)c(C(C)=O)s2)cc1 | -6%
Cc1nc2cc(C(F)(F)F)ccc2n1C1CCN(CC(=O)N2CCCC2)CC1 | -1%
N#C/C(=C\c1cccc(O)c1)C(=O)Nc1ccc2c(c1)OCCO2 | u
O=C(Nc1cccc(C(=O)O)c1)/C(=C\c1ccc2c(c1)OCO2)NC(=O)c1ccccc1 | -7%
OC[C@H]1O[C@@H](n2cnc3c(NCc4ccccc4)ncnc32)[C@H](O)[C@@H]1O | -5%
NS(=O)(=O)c1cccc(NC(=S)NCc2ccc3c(c2)OCO3)c1 | 3%
O=C(NN=C1CCCCCC1)c1c[nH]c2ccccc12 | 6%
CCCC/C(C)=N/NC(=O)NC1CCCCC1 | -1%
Cc1noc(C)c1-c1nccc(NCc2cccnc2)n1 | 20%
Cc1cc(C)cc(NC(=O)CN2CCN(CCN=CC3=C(O)CC(c4ccc(Cl)cc4)CC3=O)CC2)c1 (configuration not stated) | -13%
CS(=O)(=O)N(CC(=O)Nc1ccccc1-c1ccccc1)c1cccc(F)c1 | 4%
O=C(NCCOCc1ccc(Cl)cc1)c1ncn[nH]1 | -2%
COc1ccc(-c2ccc([C@H]3[C@H]4C=CC[C@@H](C)[C@@H]4C(=O)N3Cc3ccccc3)c(F)c2)cc1 | 10%[57.5 µM]
CCOC(=O)C1=C(CP(=O)(c2ccccc2)c2ccccc2)NC(=O)NC1c1ccc(OC)cc1 (configuration not stated) | -7%
CC(=O)Nc1cccc(Oc2ncccc2[N+](=O)[O-])c1 | 2%[57.5 µM]
CN1CCc2nc(NC(=O)COc3ccc4ccccc4c3)sc2C1 | -1%
CC(C(=O)O)C1CCC2C3CC=C4CC(O)CC[C@@]4(C)C3CC[C@]12C (some centres not stated) | 27%
COc1ccc(S(=O)(=O)N(C)C)cc1NC(C)C(=O)Nc1cccc(C#N)c1 (configuration not stated) | -2%
Cc1ccc(NC(=O)C(C)c2cccc(C(=O)c3ccccc3)c2)cc1O (configuration not stated) | 4%
CC1CN(CCOCCSc2ccccc2)CC(C)O1 (configuration not stated) | 1%
Cc1cc(C)cc(NC(=O)C(OC(=O)c2ccc([N+](=O)[O-])o2)c2ccccc2)c1 (configuration not stated) | 1%
COc1ccccc1N1CCN(C(=S)NC(=O)/C=C/c2ccc(F)cc2)CC1 | 0%[57.5 µM]
Clc1ccc2nc(N3CCCCC3)sc2c1 | 2%
COC(=O)c1ccc(C(NC(=O)OCc2ccccc2)/C(F)=C/[C@@H](C)C(=O)NCCc2c[nH]c3ccc(OC)cc23)cc1 (some centres not stated) | 2%
CCOC(=O)C(C)N1C(=O)S/C(=C/c2cc(C)n(-c3ccncc3)c2C)C1=O (configuration not stated) | u
COc1ccc(C(=O)N/C(=C\c2cccc([N+](=O)[O-])c2)C(=O)Nc2cccc(C(=O)O)c2)cc1 | 15%
COc1cccc(C(=O)CC2c3c(c(Br)c4c(c3OC)OCO4)CCN2C)c1 (configuration not stated) | -2%
CC[C@H]1C2=C3C(CC[C@H]4C(OCc5ccc(F)cc5C(F)(F)F)OC[C@](C)([C@@H]34)N(C(=O)OC(C)(C)C)C2)C(COC)C1COC (some centres not stated) | -2%
Fc1ccc(COc2ccc3ccccc3c2CNc2nn[nH]n2)cc1 | 1%
CCCCOC(=O)Nc1nnc(SCCOc2ccc(C)cc2)s1 | -4%
CN(C)CCNC(=O)C(=O)c1c(-c2ccccc2)cc2ccccn12 | 5%

Nothing new here: an excerpt of the list.
SMILES | ERK EGF inh
O=C(NCCOCc1ccc(Cl)cc1)c1ncn[nH]1 | -2%
COc1ccc(-c2ccc([C@H]3[C@H]4C=CC[C@@H](C)[C@@H]4C(=O)N3Cc3ccccc3)c(F)c2)cc1 | 10%[57.5 µM]
CCOC(=O)C1=C(CP(=O)(c2ccccc2)c2ccccc2)NC(=O)NC1c1ccc(OC)cc1 (configuration not stated) | -7%
CC(=O)Nc1cccc(Oc2ncccc2[N+](=O)[O-])c1 | 2%[57.5 µM]
CN1CCc2nc(NC(=O)COc3ccc4ccccc4c3)sc2C1 | -1%
CC(C(=O)O)C1CCC2C3CC=C4CC(O)CC[C@@]4(C)C3CC[C@]12C (some centres not stated) | 27%
COc1ccc(S(=O)(=O)N(C)C)cc1NC(C)C(=O)Nc1cccc(C#N)c1 (configuration not stated) | -2%
Cc1ccc(NC(=O)C(C)c2cccc(C(=O)c3ccccc3)c2)cc1O (configuration not stated) | 4%
CC1CN(CCOCCSc2ccccc2)CC(C)O1 (configuration not stated) | 1%
Cc1cc(C)cc(NC(=O)C(OC(=O)c2ccc([N+](=O)[O-])o2)c2ccccc2)c1 (configuration not stated) | 1%
COc1ccccc1N1CCN(C(=S)NC(=O)/C=C/c2ccc(F)cc2)CC1 | 0%[57.5 µM]
Clc1ccc2nc(N3CCCCC3)sc2c1 | 2%
COC(=O)c1ccc(C(NC(=O)OCc2ccccc2)/C(F)=C/[C@@H](C)C(=O)NCCc2c[nH]c3ccc(OC)cc23)cc1 (some centres not stated) | 2%
CCOC(=O)C(C)N1C(=O)S/C(=C/c2cc(C)n(-c3ccncc3)c2C)C1=O (configuration not stated) | u
COc1ccc(C(=O)N/C(=C\c2cccc([N+](=O)[O-])c2)C(=O)Nc2cccc(C(=O)O)c2)cc1 | 15%
COc1cccc(C(=O)CC2c3c(c(Br)c4c(c3OC)OCO4)CCN2C)c1 (configuration not stated) | -2%
CC[C@H]1C2=C3C(CC[C@H]4C(OCc5ccc(F)cc5C(F)(F)F)OC[C@](C)([C@@H]34)N(C(=O)OC(C)(C)C)C2)C(COC)C1COC (some centres not stated) | -2%
Fc1ccc(COc2ccc3ccccc3c2CNc2nn[nH]n2)cc1 | 1%
CCCCOC(=O)Nc1nnc(SCCOc2ccc(C)cc2)s1 | -4%
CN(C)CCNC(=O)C(=O)c1c(-c2ccccc2)cc2ccccn12 | 5%
